# High-throughput results as filed in PubChem BioAssay.
# HTRA1 inhibitor: inhibitors of human serine peptidase HTRA1 | Q92743 | recombinant HTRA1, FP-rhodamine activity-based probe, fluorescence polarization | inhibition, % at 5.96 µM | 340,000 compounds, 0.5% hits | AID 504803; in the data active means inhibition above about 36%;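 further: 0% = enzyme with DMSO and 100% = wells lacking enzyme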
# TDP2 absorb: blocks human TDP2 phosphodiesterase activity | 370,000 compounds, 0.34% hits | recombinant TDP2, T5PNP hydrolysis, p-nitrophenol absorbance 415 nm | inhibition, % at 12.8 µM | AID 720702;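 active means inhibition above the mean of all tested compounds plus 3 SD, set per campaign, cut at about 25% in these data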;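 further: 0% = DMSO with enzyme and 100% = buffer with substrate but no TDP2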
#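 Evaluation: % inhibition relative to enzyme-containing and enzyme-free wells. Material: recombinant human TDP2. Benchmarks: enzyme-free and DMSO wells. Timing: enzyme reaction with compound for 2 h at 37 °C. Compound dosing: 12.8 µM only. Measured by: p-Nitrophenol epi absorbance. Reagent: T5PNP substrate at 5 mM, a TopII-DNA adduct mimic. Replication: single well per compound.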
# LEDGF integ inh: blocks HIV-1 LEDGF/p75-dependent DNA integration; inhibition, % at 3.7 µM; 370,000 compounds, 0.64% hits; TR-FRET IN-LEDGF/p75 DNA integration, Eu/Cy5; AID 743269;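 active means inhibition above the screen-wide mean plus 3 SD, cut at about 13% in these data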;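 further: signal is the Cy5 over europium emission ratio at 671 and 618 nm; 0% = plate median of compound wells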
# NR1D1 modulator: modulators of human Rev-erb alpha DNA binding | P20393 | Rev-erbα–FITC-DNA binding, fluorescence polarization, 90 min | activity, % at 10 µM | 370,000 compounds, 0.79% hits;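 active means activity above about 14%, limit read from the data; passing the limit was not always enough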;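 further: 0% = DMSO wells with 35 nM protein and 100% = DMSO wells with 750 nM protein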
# PG9 Ab binder: small molecules binding HIV-1 gp120 antibody PG9; TR-FRET gp120-PG9 antibody binding; 360,000 compounds, 0.43% hits; inhibition, % at 6.7 µM; in the data active means inhibition above about 8.5%
# SIAE inh: blocks human sialic acid acetylesterase; Q9HAT2; 370,000 compounds, 0.69% hits; SIAE FP-Rh probe binding, fluorescence polarization; inhibition, % at 9.66 µM;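 active means inhibition above a cutoff: mean of compounds within the control limits plus 3 SD of those, cut at about 17% in these data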;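 further: 0% = plate median of compound wells and 100% = probe without SIAE protein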
# Target sequence (Q9HAT2 whole entry, looked up): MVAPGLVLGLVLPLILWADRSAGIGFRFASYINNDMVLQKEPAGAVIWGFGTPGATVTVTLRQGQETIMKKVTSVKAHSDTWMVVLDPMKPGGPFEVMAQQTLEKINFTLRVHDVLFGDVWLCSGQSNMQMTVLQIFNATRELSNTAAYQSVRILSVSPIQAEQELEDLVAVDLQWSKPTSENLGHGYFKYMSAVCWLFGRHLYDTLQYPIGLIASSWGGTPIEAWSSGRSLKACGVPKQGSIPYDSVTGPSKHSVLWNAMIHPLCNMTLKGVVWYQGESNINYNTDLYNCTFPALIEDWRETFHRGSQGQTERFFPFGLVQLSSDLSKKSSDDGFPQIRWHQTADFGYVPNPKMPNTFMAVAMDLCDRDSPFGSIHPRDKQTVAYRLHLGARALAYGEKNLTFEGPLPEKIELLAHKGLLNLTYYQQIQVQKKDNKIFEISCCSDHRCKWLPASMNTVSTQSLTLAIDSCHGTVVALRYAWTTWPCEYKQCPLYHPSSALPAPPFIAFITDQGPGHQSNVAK
# mABHD4 FP: inhibits mouse alpha/beta hydrolase domain 4 | inhibition, % at 8.92 µM | purified mABHD4, FP-Rh probe fluorescence polarization | Q8VD66 | 370,000 compounds, 0.54% hits;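 active means inhibition exceeding the mean over every tested compound plus 3 SD, cut at about 30% in these data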;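 further: 0% = plate median of compound wells and 100% = S159A mutant with DMSO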
#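 Test system: mABHD4 protein | Buffer or medium: HEPES pH 7.0 buffer, 150 mM NaCl, 0.01% Pluronic F-127 | Probe or stimulus: FP-Rh fluorescent activity-based probe, added after compound pre-incubation | Timing: Pre-incubation 45 min, probe exposure 60 min, at 25 °C | Technique: Fluorescence polarization, excitation 525 nm, emission 598 nm, BODIPY TMR filters | Repeats: Single well per compound (singlicate)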
# PRMT1 FP inh: inhibitors of human PRMT1 | AID 652257 | inhibition, % at 2.79 µM | recombinant PRMT1, activity-based probe fluorescence polarization | 370,000 compounds, 1.3% hits;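 active means inhibition above about 21% made by adding two undisclosed values, limit read from the data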
# Target sequence (Q99873 whole entry, looked up): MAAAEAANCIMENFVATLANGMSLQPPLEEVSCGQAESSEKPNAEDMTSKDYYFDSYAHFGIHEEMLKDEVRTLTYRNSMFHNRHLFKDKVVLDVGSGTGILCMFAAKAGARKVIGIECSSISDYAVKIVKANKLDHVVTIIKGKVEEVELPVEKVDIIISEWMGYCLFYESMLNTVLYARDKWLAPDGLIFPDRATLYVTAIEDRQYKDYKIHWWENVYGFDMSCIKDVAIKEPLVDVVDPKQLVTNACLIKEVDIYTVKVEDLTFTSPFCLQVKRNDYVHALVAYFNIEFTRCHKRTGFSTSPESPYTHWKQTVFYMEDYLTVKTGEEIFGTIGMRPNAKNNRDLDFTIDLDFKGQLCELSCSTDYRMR
# TCR-CD3 inh: inhibitors of human TCR-CD3 interaction. TAMRA-labeled TCR probe fluorescence, biochemical. inhibition, % at 9.4 µM. 360,000 compounds, 0.37% hits; in the data active means inhibition above about 19%;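 further: recombinant mutant TCR 2C K166C tagged with TAMRA read by polarization; 0% = receptor in buffer alone and 100% = receptor with positive control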
# rCAG RNA binder: r(CAG) repeat RNA binding | TO-PRO-1 dye displacement fluorescence | inhibition, % at 3 µM | 370,000 compounds, 1.3% hits | AID 651821;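 active means inhibition above the plate cutoff, the mean of all test compounds on that plate plus 3 SD, cut at about 35% in these data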;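 further: 0% = DMSO alone and 100% = 100 µM mitoxantrone as full dye displacement; higher means more dye released from RNA so lower well fluorescence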
# Starred values were filed as active, the others as inactive; · = no result given; & = joins results of further samples. Some of the compounds tested; the hit share may differ from the screen's.
SMILES,HTRA1 inhibitor,TDP2 absorb,LEDGF integ inh,NR1D1 modulator,PG9 Ab binder,SIAE inh,mABHD4 FP,PRMT1 FP inh,TCR-CD3 inh,rCAG RNA binder
COc1ccc(/C=C\C(=O)NCc2ccc3[nH]c(C)cc3c2)cc1OC,-7,2,0,-1,-2.2,11,-3,2,-2,6
O=C1CCC(=O)N1CCC(=O)N(C(=O)NC1CCCCC1)C1CCCCC1,5,11,-1,-2,0.1,1,-2,-2,-2,-1
CCN(CC)CC(O)COCCC12CC3CC(CC(C3)C1)C2 (configuration not stated),3,-1,3,3,1.2,-1,-1,0,3,0
CSc1ncccc1C(=O)NCCc1ccccc1F,4,21,-3,5,-1.6,3,-1,-3,6,-1
CCc1nc(SCc2ccc(OC)c(Br)c2)n[nH]1,-3,-2,0,-2,0.4,5,5,2,1,0
CC(=O)Nc1ccc(NC(=O)c2ccc(C3SCC(=O)N3CCc3ccccc3)cc2)cc1 (configuration not stated),-6,-6,-1,1,-1.8,6,-8,0,0,1
CCN(C(=O)C1CSC2(C)CCC(=O)N12)c1nc2c(C)cccc2s1 (configuration not stated),0,-7,3,-1,1.1,3,12,1,2,3
O=C(Nc1cccc2cccnc12)c1ccc2c(c1)OCCO2,-30,-1,3,-6,1.7,-7,-4,1,-2,2
Cc1cc(C)c(-c2c(O)c3cnn(-c4ccccc4)c3[nH]c2=O)c(C)c1,7,-16,4,4,-2.5,5,-4,-5,-6,4
Cc1cccc(C(=O)NC2CCN(C(=S)NCc3ccco3)CC2)c1,-11,3,-2,1,0.2,-2,8,4,-7,-2
COCCNC(=O)C(c1ccc(C)cc1)N(Cc1ccccc1)C(=O)CCC(=O)Nc1ccccn1 (configuration not stated),6,-4,-1,2,0.1,-3,0,0,-10,-2
CCN(Cc1cnn(C)c1)C(=O)CC1C(=O)NCCN1Cc1cccc(OC)c1OC (configuration not stated),1,-3,0,-2,-0.4,-7,4,0,2,1
C/C(=N\NC(=S)NCc1ccccc1)c1ccc(Cl)cc1,-49,-3,-4,-1,-1.5,5,-3,2,7,3
CCC/C=C/c1ccc(CN2C(C)C(=O)N(Cc3cn(CCOCOC)nn3)CCS2(=O)=O)cc1 (configuration not stated),1,-3,0,-1,-2.0,-1,5,2,-4,1
O=C(NCc1ccccc1Cl)c1cnccn1,7,13,-3,8,1.0,1,2,3,0,1
Cc1cccc(NC2=NCC(=O)N2Cc2ccccc2)c1,-2,-5,1,-8,-1.2,2,-4,4,1,7
CC1(C)CC(=O)C=C(c2ccc(-c3cccc4c3sc3ccccc34)cc2)C1=O,-28,-4,-4,-8,-0.1,-15,-4,1,5,11
CCn1ccc(C(=O)N2CCOCC2)n1,0,4,-1,-1,-2.2,-3,-3,-1,0,5
CC(C)Cn1c(CN2CCN(c3ccccc3F)CC2)nc2c1c(=O)[nH]c(=O)n2C,1,-5,-1,-3,1.2,3,7,0,3,-1
Cc1ncoc1C(=O)NC1CCCc2c1cnn2-c1cc(F)cc(F)c1 (configuration not stated),2,3,-1,-2,-1.7,6,-6,-1,-3,-1
CCOc1ccc(C(=O)NCC(=O)N2CCN(c3ccccc3O)CC2)cc1,3,2,0,-3,-0.2,4,8,4,2,0
CC1(C)CC(=O)C2=C(C1)OC1=C(C(=O)CC(C)(C)C1)C2c1ccc(O)c([N+](=O)[O-])c1,-2,2,-10,-3,1.2,0,-4,3,-5,-1
CCN(CC(=O)NC1CC1)S(=O)(=O)c1ccccc1,11,2,0,-1,0.2,1,1,-2,-1,1
CCOc1ccc(/C=C/C(=O)OC(C)C(=O)NC2CCCCC2C)cc1OC (configuration not stated),-3,-9,-3,3,0.3,5,-2,-2,0,-9
O=C(O)CCC(=O)Nc1ccc(Br)cc1C(=O)c1ccc(Cl)cc1,-2,-5,-4,-5,2.7,4,-1,6,-8,1
Cc1cc(Cl)ccc1OCCCC(=O)NCc1ccccn1,11,3,0,-1,-1.0,2,-5,-1,-2,-4
CCN(CC)c1ccc(/C=N/NC(=O)c2c(Cl)c(C)nn2C)cc1,2,7,-3,3,-2.2,0,10,-1,9,-4
c1ccc(C2[C@H]3CN(CC4CCCCC4)[C@H](c4ccccc4)C34CC2(c2cccnc2)C4)cc1 (some centres not stated),-50,-3,0,2,-1.8,-1,6,-3,6,-6
CCOc1cc(/C=N/O)cc(Br)c1OCC(=O)NCc1ccccc1,-28,-3,1,1,-1.2,-8,-3,3,0,-3
Nc1cc(Cl)ccc1C(=O)OCC(=O)N1CCCC1,4,13,3,5,-1.4,0,-2,-3,8,-1
O=S1(=O)CC2NC(=S)N(c3cccc(Br)c3)C2C1 (configuration not stated),·,-12,2,1,-2.2,3,4,-9,6,0
CC(=O)c1cc(CCC(=O)NC2CCCCCC2)oc1C,0,-7,-1,-5,0.6,0,2,-1,9,5
COc1ccc(CCNC(=O)c2c(C)nc3ccccn23)cc1OC,5,-7,-4,7,-0.2,-3,0,-1,-3,-1
COc1ccc(N2C(N)=NC(N)=NC2(C)C)cc1,-5,1,1,-2,-1.6,-9,-1,1,4,2
O=C(CSc1nnc(-c2ccco2)n1-c1ccc(Cl)cc1)Nc1ccc(S(=O)(=O)Nc2nccs2)cc1,·,-2,3,0,·,-8,-14,-3,·,62*
COc1ccc2c(C)c(C(=O)O)oc2c1,3,-6,2,0,-1.7,3,7,0,3,2
CC(C)Oc1cccc(C(=O)C2CCCN(Cc3cnc(N4CCCC4)s3)C2)c1 (configuration not stated),0,-19,5,-2,-1.6,4,1,-1,-4,-4
Nn1c(SCc2ccccn2)nncc1=O,-5,9,-14,-4,0.0,-2,1,-1,-1,0
CCOc1ccc(/C=C2/Sc3ccc(C(=O)NCC4CCCO4)cc3N(C)C2=O)cc1OC (configuration not stated),-1,2,-1,-3,-2.9,9,-5,1,4,-4
COc1ccc(-c2cc(C(=O)OCC(=O)NC(C)C)c3ccccc3n2)cc1,-21,1,5,2,3.2,0,-8,-7,-2,-2
COc1cc2c(cc1NC(=O)CSc1nccn1C)oc1ccccc12,-17,2,1,-1,-2.0,-7,-8,-2,1,3
COC(=O)c1c(C)oc(C)c(C(=O)OC)c1=O,4,-9,3,-2,-1.4,4,-4,-1,-4,4
Cc1[nH]c2ccc(C(=O)OC(C)C(=O)NCc3ccccc3)cc2c1C (configuration not stated),-8,-4,-3,3,-1.7,12,-1,-2,-4,0
Cc1csc(=O)n1CC(=O)OCc1cccc2ccccc12,8,3,2,6,-0.9,1,-2,1,5,-5
O=C(COc1ccccc1Cc1ccccc1)Nc1cccnc1,2,-8,0,-2,1.8,-8,-5,-2,3,1
CN1C(=O)C[C@@](C#N)(C(=O)N2CCCC2)[C@H]1c1ccccc1,·,2,-1,-3,·,0,4,2,·,3
NC(=O)CSc1nc2ccccc2nc1SCC(N)=O,-6,-7,0,3,0.8,-6,2,-3,3,-1
O=C1NC(=S)S/C1=C\c1coc2ccccc2c1=O,-21,11,3,-1,-2.9,-11,-34,5,1,20
CC1C/C=C/C=C/C=C/C=C/C(O[C@@H]2O[C@H](C)[C@@H](O)[C@H](N)[C@@H]2O)CC2OC(O)(CC(O)CC3OC3/C=C/C(=O)O1)CC(O)C2C(=O)O (some centres not stated),·,9,21*,-3&1,-1.6,-7,1,-4,0,14
O=C1c2cccnc2C(=O)N1Cc1ccccc1,-5,-6,2,4,2.3,-4,2,-3,2,4
Cc1cc(C)c2nc(N(CCCN(C)C)C(=O)C3=COCCO3)sc2c1,3,-3,-4,-2,-2.4,3,3,2,-6,-3
CCC1Cc2[nH][nH]c(=O)c2C(CC)O1 (configuration not stated),·,15,1,2,-0.8,11,15,-2,-3,2
Cc1cc2c(cc1C)N(CC(=O)N1CCCC1)C(=O)CC(c1ccccc1)=N2,2,1,0,0,2.0,-2,-12,1,0,2
BrC(/C=N/Nc1nc(N2CCOCC2)nc(N2CCOCC2)n1)=C/c1ccccc1,3,-5,-1,-5,-1.2,-1,-10,10,-4,4
CCCN1CNC(=S)N(CCc2ccccc2)C1,1,7,-2,0,-0.3,-5,4,-3,-5,-5
CCNC(=O)COC(=O)c1cc(S(=O)(=O)N2CCCc3ccccc32)ccc1Cl,-5,-9,3,-1,-2.1,-4,1,0,4,-4
COC(=O)Cc1[nH]nc2c1C1(CCSCC1)C(C#N)=C(N)O2,-3,13,3,-4,2.0,-2,-6,3,-6,-1
COCCCNC(=O)c1ccc(Cn2c(=O)c3ccccc3n(Cc3ccc(C)cc3)c2=O)cc1,0,-3,-1,-6,-0.9,3,2,1,0,0
COc1ccc(S(=O)(=O)NC2CCCC2)cc1C(N)=O,-6,5,-1,3,-3.0,-7,9,4,8,0
COc1ccc(S(=O)(=O)N2CCOCC2)cc1NC(=O)C1CCCN1C(=O)c1cccs1 (configuration not stated),-6,-2,3,-5,-1.7,-2,-4,2,2,5
# Further compounds
SMILES,HTRA1 inhibitor,TDP2 absorb,LEDGF integ inh,NR1D1 modulator,PG9 Ab binder,SIAE inh,mABHD4 FP,PRMT1 FP inh,TCR-CD3 inh,rCAG RNA binder
C=CCN(C(=O)c1csnn1)C(C(=O)NCc1ccc(F)cc1)c1ccc(F)cc1 (configuration not stated),2,10,2,2,-1.0,-5,-2,-1,3,-3
O=C(Nc1ccc(S(=O)(=O)N2CCOCC2)cc1)c1nn(-c2ccc(F)cc2)ccc1=O,4,3,1,0,-2.3,-1,1,-4,3,2
O=C(CN(C(=O)CCNC(=O)c1ccco1)c1ccccc1)NC1CCCC1,15,3,2,6,-2.0,-1,2,-4,7,-4
CCC(=O)N1C(=O)CCN(C(C)=O)c2ccccc21,3,5,1,2,-0.3,1,3,2,-4,0
CC(Sc1ccsc1[N+](=O)[O-])C(=O)NCc1ccco1 (configuration not stated),-1,-1,5,-6,-1.2,7,1,9,-2,9

# An excerpt from above in order of heavy-atom count, smallest number first:
SMILES,HTRA1 inhibitor,TDP2 absorb,LEDGF integ inh,NR1D1 modulator,PG9 Ab binder,SIAE inh,mABHD4 FP,PRMT1 FP inh,TCR-CD3 inh,rCAG RNA binder
CCC(=O)N1C(=O)CCN(C(C)=O)c2ccccc21,3,5,1,2,-0.3,1,3,2,-4,0
CC(Sc1ccsc1[N+](=O)[O-])C(=O)NCc1ccco1 (configuration not stated),-1,-1,5,-6,-1.2,7,1,9,-2,9
COC(=O)Cc1[nH]nc2c1C1(CCSCC1)C(C#N)=C(N)O2,-3,13,3,-4,2.0,-2,-6,3,-6,-1
O=C(CN(C(=O)CCNC(=O)c1ccco1)c1ccccc1)NC1CCCC1,15,3,2,6,-2.0,-1,2,-4,7,-4
C=CCN(C(=O)c1csnn1)C(C(=O)NCc1ccc(F)cc1)c1ccc(F)cc1 (configuration not stated),2,10,2,2,-1.0,-5,-2,-1,3,-3
COc1ccc(S(=O)(=O)N2CCOCC2)cc1NC(=O)C1CCCN1C(=O)c1cccs1 (configuration not stated),-6,-2,3,-5,-1.7,-2,-4,2,2,5
